# Bioassay records as filed in PubChem.
# DRD3 antagonist – D3 dopamine receptor (human) antagonism; AID 652054; max response, negative = inhibition, %; P35462; hit rate 2.5% among 360,000; D3R cells, DiscoveRx beta-arrestin luminescence, antagonist mode; hits give low values; in the data active = max response below about -50%; inconclusive = no clear call, values can overlap the other calls; note: % is set by controls: 0 for no effect and ±100 for the full control effect; mostly tested at two doses, the higher about 12 µM
# Target sequence (P35462 whole entry, looked up): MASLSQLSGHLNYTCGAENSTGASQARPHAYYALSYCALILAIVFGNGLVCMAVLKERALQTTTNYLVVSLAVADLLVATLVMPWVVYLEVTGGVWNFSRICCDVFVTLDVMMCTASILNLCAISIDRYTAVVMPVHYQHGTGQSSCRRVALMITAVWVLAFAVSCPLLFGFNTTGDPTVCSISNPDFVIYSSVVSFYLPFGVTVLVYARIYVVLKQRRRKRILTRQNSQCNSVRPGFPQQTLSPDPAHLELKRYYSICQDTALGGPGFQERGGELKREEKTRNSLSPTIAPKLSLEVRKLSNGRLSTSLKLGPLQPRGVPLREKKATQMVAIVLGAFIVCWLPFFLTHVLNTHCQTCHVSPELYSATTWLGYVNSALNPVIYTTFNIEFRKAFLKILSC
#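 Cells expressing the human receptor were seeded at 1500 cells/well, incubated overnight at 37 degrees C in 5% CO2, then exposed to library compounds with dopamine controls for 90 minutes at 37 degrees C before luminescent detection.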
# GLP1R inv ag – acts as inverse agonist at human GLP-1 receptor. hit rate 1.6% among 410,000. P43220. HEK293 GLP-1R CRE-luciferase, luminescence, 24 h; GLP-1R form is constitutively active. Potency, µM (series often up to 38.3 µM), for inactives: at the highest dose activity change, negative = inhibition, usual class: inhibitors; note: potency is the fitted concentration of half-maximal effect; % is set by controls: 0 for no effect and ±100 for the full control effect; nearly all actives have a fitted effect of over 55% in size
# Target sequence (P43220 whole entry, looked up): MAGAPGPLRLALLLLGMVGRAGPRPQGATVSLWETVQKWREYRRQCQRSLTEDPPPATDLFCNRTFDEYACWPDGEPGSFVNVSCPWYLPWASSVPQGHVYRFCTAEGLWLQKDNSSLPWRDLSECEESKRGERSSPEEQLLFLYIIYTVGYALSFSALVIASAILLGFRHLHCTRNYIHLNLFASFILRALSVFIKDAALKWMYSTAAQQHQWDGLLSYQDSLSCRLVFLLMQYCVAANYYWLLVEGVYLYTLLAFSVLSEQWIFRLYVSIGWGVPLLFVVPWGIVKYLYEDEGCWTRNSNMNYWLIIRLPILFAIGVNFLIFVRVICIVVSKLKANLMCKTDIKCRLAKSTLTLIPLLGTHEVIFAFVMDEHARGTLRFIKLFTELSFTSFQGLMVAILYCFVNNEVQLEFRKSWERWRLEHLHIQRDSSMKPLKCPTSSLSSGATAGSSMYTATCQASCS
#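 Inverse agonists were sought by their lowering of basal cAMP reporter luciferase output in HEK293 cells stably carrying constitutively active human GLP-1R, after 24 h compound treatment.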
# GLP1R ag – activates the human GLP-1 receptor; HEK293 GLP-1R CRE-luciferase, luminescence, 4-6 h; cells express a hypersensitive GLP-1R form; AID 624172; hit rate 0.007% among 380,000; P43220; Potency, µM (doses to about 45.6 µM), for the others: at the top dose activation, actives largely listed as activators; note: potency is the fitted concentration of half-maximal effect; % of control where 0% means no effect
# PI5P4Ka inh – PI5P4K alpha (human) kinase inhibition. PI5P4Kalpha enzyme, ADP-Glo luminescence, 60 min; hits give low values. hit rate 1.2% among 330,000. P48426. max response, %; active = max response of -50% or lower; inconclusive = between -30% and -50%; inactive = -30% or higher; note: value at the top dose of about 77 µM; % is set by controls: 0 for no effect and ±100 for the full control effect
#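 Quantitative HTS of the MLSMR library against PI5P4Kalpha with substrate. ATP added last at 5 microM final; room temperature, 60 minutes. Remaining ATP depleted, ADP converted and read as luminescence.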
# DRD3 agonist – D3 dopamine receptor (human) agonism; hit rate 0.58% among 410,000; D3R DiscoveRx beta-arrestin cells, luminescence, 90 min; max activation, %; P35462; in the data active = max activation above about 30%; note: 0% is about no effect; mostly tested at two doses, the higher about 12 µM
#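 Agonist-mode cell screen: cells plated at 1500/well and incubated overnight at 37 °C, then exposed to library compounds for 90 min at 37 °C. Detection reagent was added for 30–60 min at room temperature, and luminescence was read.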
# HEK293 tox – cytotoxicity in counter-screen for GLP-1R inverse agonists; HEK293 cAMP-luciferase reporter cells, luminescence, 24 h; Potency, µM (doses to about 38.3 µM), without a hit: at the top dose activity change, negative = inhibition, actives largely listed as inhibitors; hit rate 0.13% among 410,000; AID 624418;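 note: loss of luciferase light is scored as toxicity; potency is the fitted concentration of half-maximal effect; % is set by controls: 0 for no effect and ±100 for the full control effect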
#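 Luminescence readout: signal drop marks cytotoxicity. Plated cells grew 12 h at 37 °C, 5% CO2, received 23 nL compound for 24 h, then got luciferase reagent, read after 12 min at RT.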
# PLK1 PBD block – blocks phosphopeptide binding to human PLK1 polo-box domain. Plk1 PBD binding of FITC phosphopeptide, fluorescence polarization. hit rate 2.8% among 360,000. Potency, µM, without a hit: max response, negative = inhibition, actives largely listed as inhibitors. P53350. AID 720504; note: potency is the fitted concentration of half-maximal effect; series mostly up to about 57 µM; % is set by controls: 0 for no effect and ±100 for the full control effect; nearly all actives have a fitted effect of over 65% in size
# WRN inhibitor – WRN helicase (human) inhibition | Q14191 | WRN helicase unwinding, fluorescent forked duplex, kinetic | Potency, µM (highest dose often 114 µM), for the others: at the top dose activity change, negative = inhibition, hits mostly inhibitors | hit rate 0.46% among 360,000 | AID 651768; note: potency is the fitted concentration of half-maximal effect; % is set by controls: 0 for no effect and ±100 for the full control effect; nearly all actives have a fitted effect of over 55% in size
#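 WRN at 20 nM final preincubated with compound 15 min at room temperature; reaction started with 100 nM fluorophore/quencher forked duplex oligonucleotide and 2 mM ATP final. Unwinding followed kinetically by red fluorescence (ex 525, em 598 nm).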
# IL-2 act – IL-2 activation. IL-2 activation reporter assay, cell-based qHTS; stimulated with anti-CD3/CD4/CD28 beads; in transgenic mouse T cells. activation, % (series mostly up to about 46 µM). hit rate 0.065% among 360,000. AID 652025; in the data active = activation above about 50%; inconclusive = mostly about 30% to 49%; note: 0% is about no effect
#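 Using fluorescent plate cytometry, EGFP and DsRed are detected in transgenic mouse T cells stimulated 18 h at 37 degrees C with antibody-coated beads after 60 min compound pretreatment.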
# The depositor's hits bear a star; ? = inconclusive; nt = not tested or not shown; & = joins results of further samples; [ ] = remark or other dose. Unless noted, calls come from the whole dose curve; as a rule, active = well fitted curve in the direction sought with a large enough effect; inconclusive = small, poorly fitted or top-dose-only effect, or another doubt; inactive = no such curve, though single readings can be large; an effect the other way counts as inactive or inconclusive.
# The first two entries (preview)
SMILES,DRD3 antagonist,GLP1R inv ag,GLP1R ag,PI5P4Ka inh,DRD3 agonist,HEK293 tox,PLK1 PBD block,WRN inhibitor,IL-2 act
CC1CCCC(NC(=O)c2cccs2)C1C (stereo unspecified),-2,-15%,-8%,3,2,3%,-11%,2%,1.1
COc1cccc(NC(=O)CN(C)C(=O)c2cn(-c3ccccc3)nc2-c2cccnc2)c1,-20,-27%,1%,0,6,-12%,0%,-5%,-0.2

# Results, from the start:
SMILES,DRD3 antagonist,GLP1R inv ag,GLP1R ag,PI5P4Ka inh,DRD3 agonist,HEK293 tox,PLK1 PBD block,WRN inhibitor,IL-2 act
CC1CCCC(NC(=O)c2cccs2)C1C (stereo unspecified),-2,-15%,-8%,3,2,3%,-11%,2%,1.1
COc1cccc(NC(=O)CN(C)C(=O)c2cn(-c3ccccc3)nc2-c2cccnc2)c1,-20,-27%,1%,0,6,-12%,0%,-5%,-0.2
CNc1ccc(C=C2C=Cc3ccccc32)cc1,-25,?,-8%,5,-1,?,-2%,-7%,-0.8
COCCNS(=O)(=O)c1ccc2c3c(cccc13)C(=O)N2C,-14,12%[7.66 µM],7%,-7,1,89%[activator][7.66 µM],-7%,-5%,0.4
CCCOc1ccc(/C=C/c2c([N+](=O)[O-])c(=O)n(C)c(=O)n2C)cc1,-22,?,0%,7,-12,9%,-1%,5%,3.0
CCn1c(C)cc(/C=C2/SC(=S)NC2=O)c1C,-4,5%,-5%,-7,-2,1%,-1%,-25%,0.5
CCOC(=O)NC(=O)C(=CNc1cccc(OC)c1)C(=O)NC(=O)OCC,-2,35%[activator],0%,-5,3,-17%,-1%,-3%,-0.6
O=C(c1cccc(S(=O)(=O)NCc2ccccc2)c1)N1CCN(c2ccccc2)CC1,3,?,3%,-1,-14,-24%,7%,-2%,-0.4
COc1ccccc1NC(=O)C1=C(C)N(c2ccccc2)C(=S)NC1c1cccc(C(F)(F)F)c1 (stereo unspecified),-20,?,1%,nt,-2,?,-1%,-6%,-3.8
CC(=O)c1ccccc1OCCn1nnc(-c2ccc(C)cc2)n1,17,-14%,14%,7,1,3%,-2%,-8%,-0.7
COc1cc(C(C(=O)Nc2c(C)cccc2C)N(C)C(=O)c2ccc(-n3cnnn3)cc2)ccc1O (stereo unspecified),-14,2%,11%,8,-12,0%,-12%,-5%,-1.0
O=C(O)C(Cc1ccccc1)N1C(=O)/C(=C/C=C/c2ccco2)SC1=S (stereo unspecified),0,-3%,-2%,-99*,21,-38%,2.7µM*,10µM*,1.2
CN=C(C)C1=C(O)C(C(=O)OC)C(C)(C)CC1=O (stereo unspecified),6,0%,-1%,0,8,-3%,2%,11%,0.4
CC1CCc2nn(CC(=O)N3CCCCCC3)cc2C1 (stereo unspecified),9,-15%,-4%,0,1,2%,0%,-11%,-3.8
O=C(NCCc1ccccc1)C1Cc2c(-c3ccccc3)ccnc2O1 (stereo unspecified),-67*,?,5%,-3,-10,?,-11%,4%,1.0
COc1ccc(Cl)cc1C(=O)NNC(=O)CSc1nnc2ccccn12,-26,7%,7%,1,-13,0%,-27%,9%,1.1
Cc1ccc(S(=O)(=O)N2CCN(C(=O)COc3ccc(-c4nnco4)cc3)CC2)cc1,13,3%,8%,-3,11,19%,-13%,-15%,-1.0
CCN(CC)C(=O)c1sc(NC(=O)Cc2ccccc2)c(C#N)c1C,?,0%,37%,-5,5,-3%,1%,-9%,0.3
CCOc1ccc(OCC)c(NC(=O)CN(C)S(=O)(=O)c2ccc3c(c2)CCCC(=O)N3)c1,nt,-27%,-4%,nt,7,-11%,nt,nt,nt
N#Cc1c(N(CCO)CCO)nc(N)c2c(N)nc3c(c12)CC(=O)N3Cc1cccs1,-15,27%,9%,?,-15,60%[activator],-20%,-14%,0.0
C=CCOC(=O)C1=C(C)NC(C)=C(C(=O)OCC=C)C1c1cn(-c2ccccc2)nc1-c1ccco1,3,-18%,2%,1,0,6%,-10%,-7%,7.5
CCOc1ccc(C(=O)Nc2ccc(S(=O)(=O)N3CCOCC3)cc2)cc1OCC,3,-30%,1%,11,4,-2%,-1%,-4%,0.1
O=C(NCc1ccc(C(=O)O)cc1)OCc1ccccc1,0,7%,2%,1,-16,0%,-24%,1%,-0.3
CCOC(=O)N/N=C\C=C\c1ccco1,-10,15%,4%,-9,-10,0%,-17%,-5%[11.6 µM],-2.7
COc1ccccc1/C=N/NC(=O)COCC(=O)N/N=C/c1ccccc1OC,10,13%,8%,-17,-4,-5%,-9%,-19%,-0.8
CCc1cc(SC#N)cc(C)c1N,-27,-26%,4%,2,-12,-16%,?,10%,-0.3
CCn1cc(C(=O)N2CCN(c3ccc(F)cc3)CC2)c(=O)c2cc(S(=O)(=O)N(C)C3CCCCC3)ccc21,nt,7%,0%,nt,5,4%,nt,nt,nt
CCOC(=O)Cc1ccc2sc(-c3ccccc3)nc2c1,-14,19%,-7%,-8,5,-1%,-5%,-17%,-0.4
O=c1[nH]c2ccccc2nc1/C=C(\O)C(F)F,-3,22%,-11%,-3,19,0%,1%,5%,-1.5
CCOC(=O)C1=C(COc2ccc(F)cc2Cl)NC(=O)NC1c1cc(C)ccc1C (stereo unspecified),20,14%,15%,nt,4,17%,?,-14%,0.7
CC(=O)NS(=O)(=O)c1ccc(N)cc1,26&-2,19%&30%,12%&6%&-1%,-1&4,0&-14&-10,2%&-3%,0%&0%,4%&2%,0.8&-0.2
COc1ccc(C(=O)NCCCN(C)CCCNC(=O)c2ccc(OC)cc2)cc1,-11,3%,3%,2,-6,0%,-14%,8%,-0.4
O=C(COC(=O)CNS(=O)(=O)c1c(Cl)cccc1Cl)Nc1ccccc1Sc1ccccc1,12,-1%,0%,-19,-10,-5%,-2%,-17%,-1.1
CCOc1ccccc1N1CCN(C(=O)c2c(Cl)cnn2C)CC1,13,5%,1%,1,4,-9%,0%,-2%,-3.6
Cc1cc(C)c2nc(-c3ccccn3)cc(C(=O)N3CCCC3)c2c1,1,?,-2%,-19,-4,-8%,?,5%,-0.2
CN=C1SC(CC(=O)Nc2ccccc2F)C(=O)N1/N=C/c1ccc(O)c(OC)c1 (stereo unspecified),36,14%,?,1,-8,-50%,1%,-2%,-0.8
Cc1ccccc1N=C(NOCc1ccccc1)c1nonc1N,12,10µM*,-1%,6,-4,-7%,5%,-8%,-2.0
C=CCn1c(=O)c(C(=O)Nc2ncccc2C)c(O)c2ccccc21,12,?,-1%,2,0,0%,-7%,-10%,2.4
COc1ccc(N(C(=O)c2cccc(OC)c2OC)C2C=CS(=O)(=O)C2)cc1 (stereo unspecified),-8,5%,-6%,nt,2,-18%,-9%,1%,-1.5
S=C(NCCCc1ccccc1)Nc1ccccc1Cl,-4,0%,3%,-3,-17,?,-13%,-34%,-6.9
CC1Cc2ccccc2N1C(=O)CN1C(=O)NC(C)(c2ccc3c(c2)OCCO3)C1=O (stereo unspecified),24,0%,-1%,-3,9,-7%,2%,4%,-3.0
CC(C)(C)OC(=O)C[C@@H]1C/C=C\C[C@@H](CC(=O)NCCO)C(=O)N[C@H](Cc2ccccc2)COC1=O,22,8%,-2%,2,-6,1%,5%,-3%,-0.1
CC(C)N(Cc1cc2ccccc2[nH]c1=O)C(=O)C(C)(C)C,16,-21%,7%,1,5,-14%,-4%,-21%[57.1 µM],-2.7
O=C(Nc1ccccc1O)c1ccc2c(c1)C(=O)N(c1ccccc1)C2=O,-28,14%,-14%,3,-5,12%,-9%,-34%,0.4
O=C(C1CCN(S(=O)(=O)N2CCOCC2)CC1)N1CCOCC1,-9,-10%,-6%,nt,15,-11%,0%,9%,-0.2
C[N+](C)(C)CCNC(=O)c1c[nH]c2ccccc12,0,16%,-2%,0,-7,2%,-1%,5%,0.0
O=C(NC1CCCC1)c1ccc2c(c1)S(=O)(=O)c1ccccc1C2=O,23,6%,28%,1,7,-6%,1%,3%,-0.3
COc1cc(C(=O)N2CCN(c3ccc(C)cc3C)CC2)cc(OC)c1OC,0,?,9%,-2,-9,-26%,-10%,0%,-4.4
Nc1nc(N)c2cc(CNc3ccc(Cl)c(Cl)c3)ccc2n1,1,?,-10%,?,0,?,5%,-26%,-3.5
Cc1nn(-c2c(Cl)cc(Cl)cc2Cl)c(=O)c2ccccc12,?,8.9µM*,-2%,8,-22,7%,-8%,-9%,-0.4
CCOc1ncccc1C(=O)NCCCSc1ccccc1,-7,40%[activator],22%,-6,7,-1%,-27%,6%,-5.5
CS(=O)(=O)Nc1ccccc1C(=O)OCC(=O)NCc1cccs1,14,7%,-1%,-4,-7,4%,5%,-4%,1.0
Fc1cccc(-c2nnn3c2nc(NC2CCCCC2)c2ccccc23)c1,nt,9%,0%,nt,-2,-12%,nt,nt,nt
CC1CN(C(=O)CCNC(=O)c2ccccc2Cl)CC(C)O1 (stereo unspecified),-7,24%,-2%,7,-10,8%,-6%,-4%,-3.0
Cc1cc(NC(=O)c2cccnc2)ccc1NC(=O)c1cc2ccccc2o1,0,17%,-1%,2,-4,-11%,5%,4%,0.1
CCCCNC(=O)NS(=O)(=O)c1ccc(NS(=O)(=O)c2ccccc2)cc1,27,7%,-2%,nt,3,-10%,-3%,-7%,0.3
O=C(COC(=O)c1ccccc1Cl)NCc1cccs1,14,2%,-7%,1,-2,4%,2%,13%,-2.0
Cc1cccc(OC(C)C(=O)N2CCCN(C)CC2)c1C (stereo unspecified),-4,-27%,-3%,2,-18,1%,-3%,3%,-3.0
O=C(COc1ccccc1C(=O)Nc1ccccc1)c1ccc(Br)cc1,1,13%,4%,13,-23,13%,-3%,4%,-4.2
Cc1ccccc1CNS(=O)(=O)c1ccc2c(c1)C(C)(C)C(=O)N2C,2,11%,3%,1,5,-2%,-3%,-8%,0.8
CC(C)N1CCC(N2CCN(Cc3ccc(Oc4ncccn4)cc3)CC2CCO)CC1 (stereo unspecified),7,14%,5%,1,8,-4%,-1%,-2%,-1.5
